Screening data deposited in PubChem by several laboratories.
PGE2 EP2 inh = blocks the human prostaglandin E2 receptor EP2 | 0.52% of 260,000 active | inhibition, % at 25 µM | C6 glioma cells expressing human EP2, cAMP TR-FRET; cells stimulated with saturating PGE2 | P43116;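 active = percent inhibition above 40 after rounding to a whole number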;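 also: rat C6 glioma host cells with rolipram phosphodiesterase inhibitor present; the protocol text gives 20 µM as final concentration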
Target sequence (P43116 whole entry, looked up): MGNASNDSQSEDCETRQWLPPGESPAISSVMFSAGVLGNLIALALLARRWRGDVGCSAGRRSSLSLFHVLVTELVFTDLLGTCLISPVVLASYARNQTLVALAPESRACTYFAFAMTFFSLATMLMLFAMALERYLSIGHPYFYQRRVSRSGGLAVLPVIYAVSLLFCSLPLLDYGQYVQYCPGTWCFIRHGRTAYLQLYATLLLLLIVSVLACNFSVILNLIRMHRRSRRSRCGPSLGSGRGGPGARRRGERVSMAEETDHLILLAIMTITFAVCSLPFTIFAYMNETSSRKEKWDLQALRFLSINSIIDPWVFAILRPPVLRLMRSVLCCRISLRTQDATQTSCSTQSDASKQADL
PPC-1+TRAIL kill = compounds killing PPC-1 cancer cells with TRAIL present (potentiator screen, no TRAIL-free arm); 0.41% of 220,000 active; PPC-1 cells + TRAIL, ATPLite viability luminescence; AID 1443; cell killing (% activity), % at 4 µM;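 active = cell killing above 50% in the first pass at 4 µM, then a duplicate retest at 5 µM averaging 50% or more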;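 also: plate controls were cells with TRAIL plus DMSO for no effect and medium-only wells lacking cells for full effect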
Ba/F3 V617F tox = reduce viability of Ba/F3 cells dependent on JAK2V617F. Ba/F3 EpoR-JAK2V617F viability, ATP luminescence. inhibition, % at 5.6 µM. 1.1% of 220,000 active. AID 1446;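 active = inhibition above the campaign mean plus 3 SD over all tested compounds, cut at about 24% in these data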;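 also: cytokine-independent growth of Ba/F3 cells driven by EpoR plus mutant JAK2; 0% = DMSO-treated cells and 100% = JAK inhibitor I control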
NCF1 inh = inhibitors of human p47phox binding | p47phox/p22phox peptide binding, fluorescence polarization, 2 h | inhibition, % at 24.7 µM | 0.53% of 220,000 active;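 active = inhibition above about 30%, limit read from the data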;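 also: 0% = p47phox with labelled peptide and 100% = labelled peptide alone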
Target sequence (P14598 whole entry, looked up): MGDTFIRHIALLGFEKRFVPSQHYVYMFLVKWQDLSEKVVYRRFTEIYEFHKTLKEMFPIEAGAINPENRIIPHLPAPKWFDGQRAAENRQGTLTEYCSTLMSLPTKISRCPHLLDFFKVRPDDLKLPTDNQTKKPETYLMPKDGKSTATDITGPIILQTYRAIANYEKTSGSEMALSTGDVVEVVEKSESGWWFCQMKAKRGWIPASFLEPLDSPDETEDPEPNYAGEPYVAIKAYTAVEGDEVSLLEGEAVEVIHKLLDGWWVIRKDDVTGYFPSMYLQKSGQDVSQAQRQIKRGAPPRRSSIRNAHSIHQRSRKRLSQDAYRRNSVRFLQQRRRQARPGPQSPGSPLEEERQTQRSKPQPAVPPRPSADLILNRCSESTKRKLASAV
RBBP9 inhibitor = blocks human serine hydrolase RBBP9. recombinant RBBP9, FP-Rh probe fluorescence polarization. O75884. 0.2% of 220,000 active. inhibition, % at 7.94 µM. AID 1515;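 active = inhibition above the campaign mean of all tested compounds plus 3 SD, cut at about 14% in these data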;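 also: plate controls were DMSO wells with RBBP9 for no effect and wells lacking RBBP9 protein for full effect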
Target sequence (O75884 whole entry, looked up): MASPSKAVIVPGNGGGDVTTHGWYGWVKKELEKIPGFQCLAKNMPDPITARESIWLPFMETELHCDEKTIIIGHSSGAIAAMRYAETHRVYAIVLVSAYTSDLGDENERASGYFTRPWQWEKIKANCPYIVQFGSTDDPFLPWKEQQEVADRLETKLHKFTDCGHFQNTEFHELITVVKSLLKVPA
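System: RBBP9 protein / Quantity: 2.5 µM RBBP9 dispensing solution, before mixing / Also added: Serine-hydrolase probe FP-Rh, 375 nM pre-mixing / Dosing: 7.94 µM single dose, 0.794% DMSO / Timing: enzyme-compound preincubation 30 min, then probe labeling 45 min, 25 °C / Signal: FP readout at 525/598 nm / Controls: DMSO-treated enzyme wells and wells lacking RBBP9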
Tb hexokinase = blocks Trypanosoma brucei hexokinase 1 activity; AID 1430; 0.11% of 220,000 active; inhibition, % at 10 µM; recombinant TbHK1, G6PDH-coupled NADH A340;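 active = inhibition of 50% or more in the single-dose primary screen; inactive = inhibition below 50%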
Furin inh = blocks human furin protease activity; purified furin, fluorogenic substrate cleavage; P09958; 0.061% of 220,000 active; inhibition, % at 30 µM; in the data active = inhibition above about 25%; also: inactives centre near -15
p97 ATPase inh = blocks human p97 ATPase activity; P55072; recombinant p97 ATPase, Kinase-Glo ATP luminescence, 3 h; inhibition, % at 8 µM; 0.42% of 220,000 active; AID 1481; in the data active = inhibition above about 15%;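 also: 0% = DMSO vehicle and 100% = wells lacking enzyme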
BaF3 tox = reduces parental Ba/F3 cell viability, JAK2V617F counter-screen. CellTiter-Glo ATP luminescence. inhibition, % at 5.6 µM. 1.1% of 220,000 active;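 active = inhibition above a per-campaign cutoff, the mean inhibition of all tested compounds plus 3 SD, cut at about 27% in these data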;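 also: 0% = DMSO wells and 100% = JAK Inhibitor I control wells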
* = called active by the depositor; & = joins results of further samples; [ ] = dose if it differs, or a comment. An excerpt, so the mix of outcomes need not match the whole.

Start of the listing, in advance:
Screening COc1ccc(N2C(C(C)=O)=NN(c3ccccc3)C2c2cccs2)cc1 (stereo not given) returned PGE2 EP2 inh 0, PPC-1+TRAIL kill 17, Ba/F3 V617F tox 25*, NCF1 inh -11, RBBP9 inhibitor 0, Tb hexokinase -1, Furin inh -10[20 µM], p97 ATPase inh -1 and BaF3 tox 48*.
`O=C(CSCc1nc2ccccc2[nH]1)N1CCN(c2ccc(F)cc2)CC1` gave PGE2 EP2 inh 26, PPC-1+TRAIL kill -4, Ba/F3 V617F tox 0, NCF1 inh -12, RBBP9 inhibitor -3, Tb hexokinase -3, Furin inh -28, p97 ATPase inh 1 and BaF3 tox 7.

Results, from the first entry:
Screening COc1ccc(N2C(C(C)=O)=NN(c3ccccc3)C2c2cccs2)cc1 (stereo not given) returned PGE2 EP2 inh 0, PPC-1+TRAIL kill 17, Ba/F3 V617F tox 25*, NCF1 inh -11, RBBP9 inhibitor 0, Tb hexokinase -1, Furin inh -10[20 µM], p97 ATPase inh -1 and BaF3 tox 48*.
`O=C(CSCc1nc2ccccc2[nH]1)N1CCN(c2ccc(F)cc2)CC1` gave PGE2 EP2 inh 26, PPC-1+TRAIL kill -4, Ba/F3 V617F tox 0, NCF1 inh -12, RBBP9 inhibitor -3, Tb hexokinase -3, Furin inh -28, p97 ATPase inh 1 and BaF3 tox 7.
`CN(CCCC(=O)NCc1ccco1)S(=O)(=O)c1ccccc1` gave PGE2 EP2 inh 3, PPC-1+TRAIL kill 24, Ba/F3 V617F tox -1, NCF1 inh -11, RBBP9 inhibitor 8, Tb hexokinase -1, Furin inh -3[20 µM], p97 ATPase inh 7 and BaF3 tox 4.
`O=C(O)CNS(=O)(=O)c1cccc2nsnc12` gave PGE2 EP2 inh 9, PPC-1+TRAIL kill 3, Ba/F3 V617F tox -3, NCF1 inh -9, RBBP9 inhibitor -10, Tb hexokinase -11, Furin inh -29[20 µM], p97 ATPase inh 2 and BaF3 tox 2.
CN(C)c1ccc(NC(=O)CSCc2nc3c(nnn3Cc3ccc(F)cc3)c(=O)[nH]2)cc1 was read as PGE2 EP2 inh 10, PPC-1+TRAIL kill 8, Ba/F3 V617F tox -1, NCF1 inh -12, RBBP9 inhibitor -3, Tb hexokinase 2, Furin inh -20[20 µM], p97 ATPase inh 3 and BaF3 tox 1.
Screening CCCc1nc(NCc2ccccc2)c(C#N)c2c1CCCC2 returned PGE2 EP2 inh 7, PPC-1+TRAIL kill 22, Ba/F3 V617F tox -1, NCF1 inh -11, RBBP9 inhibitor -1, Tb hexokinase 33, Furin inh -21, p97 ATPase inh 2 and BaF3 tox 1.
Screening COc1ccc(/C(C)=N/Nc2cc(C(F)(F)F)ccc2Cl)c(OC)c1 returned PGE2 EP2 inh 2, PPC-1+TRAIL kill 23, Ba/F3 V617F tox -1, NCF1 inh 9, RBBP9 inhibitor 0, Tb hexokinase -2, Furin inh -7, p97 ATPase inh 4 and BaF3 tox 7.
Cc1c(NC(=O)CN2C(=O)NC3(CCCCC3)C2=O)c(=O)n(-c2ccccc2)n1C was read as PGE2 EP2 inh 4, PPC-1+TRAIL kill 4, Ba/F3 V617F tox -1, NCF1 inh -15, RBBP9 inhibitor -7, Tb hexokinase 0, Furin inh -20, p97 ATPase inh 4 and BaF3 tox 5.
Screening O=C(NC1(C(F)(F)F)NC(=O)N(c2ccc(F)c(Cl)c2)C1=O)c1ccncc1 (stereo not given) returned PGE2 EP2 inh 9, PPC-1+TRAIL kill 11, Ba/F3 V617F tox -3, NCF1 inh -6, RBBP9 inhibitor -7, Tb hexokinase 2, Furin inh -13[20 µM], p97 ATPase inh 0 and BaF3 tox 2.
Screening COCCN1C(=O)N(c2cccc(C)c2)C(=O)C1CC(=O)Nc1ccc(F)cc1 (stereo not given) returned PGE2 EP2 inh 12, PPC-1+TRAIL kill 28, Ba/F3 V617F tox -2, NCF1 inh 7, RBBP9 inhibitor 7, Tb hexokinase -6, Furin inh 13[20 µM], p97 ATPase inh 5 and BaF3 tox -1.
`COc1ccc(CCNC(=O)CN(C)S(=O)(=O)c2cccs2)cc1OC` gave PGE2 EP2 inh 17, PPC-1+TRAIL kill 6, Ba/F3 V617F tox 1, NCF1 inh 3, RBBP9 inhibitor -1, Tb hexokinase -6, Furin inh 3[20 µM], p97 ATPase inh -7 and BaF3 tox 7.
For Cc1ccc(-c2nc3cc(NS(=O)(=O)c4ccc(C)cc4)ccc3o2)cc1 the results were PGE2 EP2 inh 12, PPC-1+TRAIL kill 0, Ba/F3 V617F tox -2, NCF1 inh -12, RBBP9 inhibitor -5, Tb hexokinase -5, Furin inh 0[20 µM], p97 ATPase inh -7 and BaF3 tox 2.
Screening CCC(C)(C(=O)NC1CCCC1)N(C(=O)CNC(C)=O)c1ccc(C)cc1 (stereo not given) returned PGE2 EP2 inh 12, PPC-1+TRAIL kill -4, Ba/F3 V617F tox 2, NCF1 inh -21, RBBP9 inhibitor -10, Tb hexokinase -5, Furin inh -26, p97 ATPase inh 0 and BaF3 tox 1.
For Cc1ccc(/C=N/NC(=O)c2ccc3nc[nH]c3c2)s1 the results were PGE2 EP2 inh 6, Ba/F3 V617F tox -3, NCF1 inh 5, RBBP9 inhibitor 1, Tb hexokinase -55, Furin inh 4, p97 ATPase inh 4 and BaF3 tox 1.
O=c1nccc(SCc2ccc(Cl)cc2Cl)[nH]1 was read as PGE2 EP2 inh 3, PPC-1+TRAIL kill 5, Ba/F3 V617F tox 0, NCF1 inh -5, RBBP9 inhibitor -2, Tb hexokinase -7, Furin inh -18, p97 ATPase inh 4 and BaF3 tox -6.
For Nc1c(Cl)ncnc1NCC(O)CO (stereo not given) the results were PGE2 EP2 inh 0, PPC-1+TRAIL kill 17, Ba/F3 V617F tox 0, NCF1 inh -5, RBBP9 inhibitor -8, Tb hexokinase -3, Furin inh -16, p97 ATPase inh 0 and BaF3 tox 2.
Screening N[C@@H](CO)c1cn([C@@H](Cc2cc3ccccc3[nH]2)C(=O)N2CCNCC2)nn1 returned PGE2 EP2 inh 16, PPC-1+TRAIL kill 22, NCF1 inh 1, Tb hexokinase -1 and Furin inh -26.
Cc1ccc(Nc2nc(N)nc(CSc3nnc(-c4ccncc4)o3)n2)cc1 was read as PGE2 EP2 inh 15, PPC-1+TRAIL kill 35, Ba/F3 V617F tox -5, NCF1 inh -21, RBBP9 inhibitor -4, Tb hexokinase 3, Furin inh -12[20 µM], p97 ATPase inh 5 and BaF3 tox -1.
`Cn1c(=O)n(C)c2cc(S(=O)(=O)Nc3ccccc3O)ccc21` gave PGE2 EP2 inh 11&4, PPC-1+TRAIL kill 0, Ba/F3 V617F tox 1, NCF1 inh 6, RBBP9 inhibitor -1, Tb hexokinase 0, Furin inh -26[20 µM], p97 ATPase inh 6 and BaF3 tox 2.
`S=C(CN1CCCC1=S)NCCc1ccccc1` gave PGE2 EP2 inh 5, PPC-1+TRAIL kill -8, Ba/F3 V617F tox 0, NCF1 inh -7, RBBP9 inhibitor 1, Tb hexokinase -10, Furin inh -13, p97 ATPase inh 3 and BaF3 tox -4.
CCOc1cccc(CNCc2ccc(C(=O)O)cc2)c1 was read as PGE2 EP2 inh 7, PPC-1+TRAIL kill 6, Ba/F3 V617F tox -5, NCF1 inh 3, RBBP9 inhibitor 3, Tb hexokinase -9, Furin inh -4, p97 ATPase inh 5 and BaF3 tox -3.
COc1ccc(N2CC(C(=O)N/N=C/c3cccs3)CC2=O)cc1 (stereo not given) was read as PGE2 EP2 inh 3, PPC-1+TRAIL kill 11, Ba/F3 V617F tox 3, NCF1 inh -2, RBBP9 inhibitor -5, Tb hexokinase -3, Furin inh -13, p97 ATPase inh -1 and BaF3 tox 12.
`O=C(Nc1cccnc1)Nc1ccc(F)c(Cl)c1` gave PGE2 EP2 inh 6, PPC-1+TRAIL kill 35, Ba/F3 V617F tox 2, NCF1 inh -54, RBBP9 inhibitor -12, Tb hexokinase 2, Furin inh -25[20 µM], p97 ATPase inh -4 and BaF3 tox 5.
`Cc1ccc(NC2=NC(c3ccc(O)cc3)n3c(nc(C)cc3=O)N2)cc1` (stereo not given) gave PGE2 EP2 inh 1, PPC-1+TRAIL kill 14, Ba/F3 V617F tox 0, NCF1 inh -1, RBBP9 inhibitor -11, Tb hexokinase -8, Furin inh -16, p97 ATPase inh 0 and BaF3 tox -1.
COc1ccccc1CC(=O)NNS(=O)(=O)c1ccc([N+](=O)[O-])cc1 was read as PGE2 EP2 inh 8, PPC-1+TRAIL kill 9, Ba/F3 V617F tox -1, NCF1 inh 0, RBBP9 inhibitor -6, Tb hexokinase -7, Furin inh -23, p97 ATPase inh 5 and BaF3 tox 4.
COc1ccc(-c2ccc(SCC(=O)N3CCCC3)nn2)cc1OC was read as PGE2 EP2 inh 3, PPC-1+TRAIL kill 9, Ba/F3 V617F tox 1, NCF1 inh 0, RBBP9 inhibitor -13, Tb hexokinase -2, Furin inh -19, p97 ATPase inh 2 and BaF3 tox 2.
CCOC(=O)N1N=C(c2ccccc2)CC1(O)C(F)(F)F (stereo not given) was read as PPC-1+TRAIL kill 17, Ba/F3 V617F tox 0, NCF1 inh -5, RBBP9 inhibitor -6, Tb hexokinase 0, Furin inh -19[20 µM], p97 ATPase inh -4 and BaF3 tox 0.
Screening O=C(C1CCCN(S(=O)(=O)c2ccc(Cl)cc2)C1)N(Cc1cccs1)C1CC1 (stereo not given) returned PGE2 EP2 inh 8, PPC-1+TRAIL kill 5, Ba/F3 V617F tox 0, NCF1 inh -5, RBBP9 inhibitor -9, Tb hexokinase 0, Furin inh -16, p97 ATPase inh -2 and BaF3 tox 1.
`O=C1CC(c2ccccc2Cl)c2c(sc3c(=O)[nH]c(CCl)nc23)N1` (stereo not given) gave PGE2 EP2 inh 3, PPC-1+TRAIL kill 6, Ba/F3 V617F tox 1, NCF1 inh 8, RBBP9 inhibitor -1, Tb hexokinase -6, Furin inh -21, p97 ATPase inh 8 and BaF3 tox 0.
Screening COc1cccc(N2CCN(Cc3nc(N)nc(Nc4ccccc4)n3)CC2)c1 returned PGE2 EP2 inh 6, PPC-1+TRAIL kill 28, Ba/F3 V617F tox -1, NCF1 inh -8, RBBP9 inhibitor -7, Tb hexokinase -2, Furin inh -26[20 µM], p97 ATPase inh 2 and BaF3 tox 4.
For Cc1ccc(S(=O)(=O)N(CC2CO2)c2ccccc2[N+](=O)[O-])cc1 (stereo not given) the results were PGE2 EP2 inh 10, Ba/F3 V617F tox 6, NCF1 inh -6, RBBP9 inhibitor -3, Tb hexokinase 6, Furin inh -8, p97 ATPase inh -4 and BaF3 tox 15.
`Cc1ccc(Cl)cc1N1CCN(S(=O)(=O)c2cnc[nH]2)CC1` gave PGE2 EP2 inh 12, PPC-1+TRAIL kill -2, Ba/F3 V617F tox 1, NCF1 inh -12, RBBP9 inhibitor -8, Tb hexokinase 1, Furin inh -24, p97 ATPase inh -4 and BaF3 tox 13.
O=C(O)CN(C1CCCCC1)S(=O)(=O)c1ccc(F)cc1 was read as PGE2 EP2 inh 4, PPC-1+TRAIL kill 3, Ba/F3 V617F tox 2, NCF1 inh 0, RBBP9 inhibitor -2, Tb hexokinase -1, Furin inh -16, p97 ATPase inh 8 and BaF3 tox 7.
`Nc1ccc(-c2ccc(N)c([N+](=O)[O-])c2)cc1[N+](=O)[O-]` gave PGE2 EP2 inh 1, PPC-1+TRAIL kill 14, Ba/F3 V617F tox 3, NCF1 inh -7, RBBP9 inhibitor -3, Tb hexokinase -12, Furin inh -7, p97 ATPase inh -4 and BaF3 tox 4.
Screening Cc1cc(C)nc(/N=C(\N)Nc2ccc(C)c([N+](=O)[O-])c2)n1 returned PGE2 EP2 inh 11, PPC-1+TRAIL kill 16, Ba/F3 V617F tox -1, NCF1 inh 1, RBBP9 inhibitor -2, Tb hexokinase -9, Furin inh -18[20 µM], p97 ATPase inh 0 and BaF3 tox 4.
